Assay outcomes deposited in PubChem by several laboratories.
PAFAH1B2 inh = PAFAH1B2 enzyme inhibitors, primary screen, biochemical, fluorescence polarization, human. inhibition, % at 3.39 µM. AID 492953, 2010. recombinant PAFAH1B2, FP-rhodamine activity probe. Platelet-activating factor acetylhydrolase IB subunit alpha2 (Homo sapiens), P68402. 340,000 tested, 1.2% active;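 active = inhibition above the mean of all tested compounds plus 3 SD, cut at about 24% in these data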;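 also: 0% = enzyme with DMSO and 100% = wells lacking PAFAH1B2; many of its hits are not listed in these tables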
Target sequence (P68402 whole entry, looked up): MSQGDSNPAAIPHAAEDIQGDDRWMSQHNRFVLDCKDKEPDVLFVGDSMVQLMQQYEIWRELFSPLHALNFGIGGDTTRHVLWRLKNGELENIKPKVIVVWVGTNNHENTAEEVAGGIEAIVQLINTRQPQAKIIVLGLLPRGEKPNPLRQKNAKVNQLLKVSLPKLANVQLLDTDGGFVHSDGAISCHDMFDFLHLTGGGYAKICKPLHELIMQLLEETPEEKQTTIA
MEX-5 binding = MEX-5 zinc finger RNA-binding disruptors – biochemical, C. elegans, fluorescence polarization, MLPCN library, primary screen. Zinc finger protein mex-5 (Caenorhabditis elegans), Q9XUB2. MEX-5/FITC-TCR2 RNA binding; active compounds read low. activity score (negative = inhibition of binding), % at 10 µM. 300,000 tested, 0.38% active. AID 1832, 2009;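 active = inhibition past about -25% in most replicates, and total fluorescence under double the plate's negative control median, limit read from the data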;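 also: 0% = DMSO and -100% = 5 µM competing unlabeled TCR2 RNA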
Target sequence (Q9XUB2 whole entry, looked up): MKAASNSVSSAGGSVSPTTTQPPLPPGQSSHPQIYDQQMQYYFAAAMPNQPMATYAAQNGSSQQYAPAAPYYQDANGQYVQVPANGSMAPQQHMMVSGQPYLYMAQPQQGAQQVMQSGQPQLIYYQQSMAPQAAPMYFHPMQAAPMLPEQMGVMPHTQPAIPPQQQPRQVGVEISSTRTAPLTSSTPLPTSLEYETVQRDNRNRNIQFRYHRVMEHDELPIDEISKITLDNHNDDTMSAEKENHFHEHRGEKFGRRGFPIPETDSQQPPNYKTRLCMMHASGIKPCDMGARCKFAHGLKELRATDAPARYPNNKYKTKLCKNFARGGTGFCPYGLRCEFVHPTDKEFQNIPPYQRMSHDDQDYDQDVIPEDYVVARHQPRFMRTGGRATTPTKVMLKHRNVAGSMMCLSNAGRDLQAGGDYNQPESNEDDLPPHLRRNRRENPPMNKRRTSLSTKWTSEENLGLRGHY
* marks the source's active call; other numbers are inactive results.

Compound	PAFAH1B2 inh	MEX-5 binding
O=C(CSCc1cnn(-c2ccccc2)c1-n1cccc1)NCc1ccc2c(c1)OCO2	2.3	1.3
CCOc1ccc(NC(=O)C/C(C)=N/NC(=O)c2cnccn2)cc1	2.8	-0.6
Cc1cc(Oc2ccccc2F)nc(NCc2ccccc2)n1	4.6	-2.3
Cc1cc(C)n(Cc2cccc(C(=O)N/N=C/c3cccnc3)c2)n1	5.3	2.6
COC(=O)C1CCN(S(=O)(=O)c2cc3c4c(c2)CCN4C(=O)CC3)CC1	1.3	-0.2
Cc1ccc(C)c(S(=O)(=O)Nc2ccc(S(=O)(=O)Nc3onc(C)c3C)cc2)c1	6.9	-1.5
CC1(C)CC(NC(=O)C2CCC(=O)N(Cc3ccccc3F)C2)CC(C)(C)C1 (centres undefined)	27.5*	-1.9
Cc1ccc(S(=O)(=O)N2CCN(S(=O)(=O)c3ccccc3)C2)cc1	17.7	2.4

Structures listed so far with nitrogen in an aromatic ring:
Compound	PAFAH1B2 inh	MEX-5 binding
O=C(CSCc1cnn(-c2ccccc2)c1-n1cccc1)NCc1ccc2c(c1)OCO2	2.3	1.3
CCOc1ccc(NC(=O)C/C(C)=N/NC(=O)c2cnccn2)cc1	2.8	-0.6
Cc1cc(Oc2ccccc2F)nc(NCc2ccccc2)n1	4.6	-2.3
Cc1cc(C)n(Cc2cccc(C(=O)N/N=C/c3cccnc3)c2)n1	5.3	2.6
Cc1ccc(C)c(S(=O)(=O)Nc2ccc(S(=O)(=O)Nc3onc(C)c3C)cc2)c1	6.9	-1.5

(next part)
Compound	PAFAH1B2 inh	MEX-5 binding
C/C(Cc1ccccc1)=N\NC(=O)c1ccccn1	7.5	-3.0
O=C1C(=O)N(CCCN2CCOCC2)C(c2ccc(Cl)cc2)/C1=C(/O)c1ccc(F)cc1 (centres undefined)	-3.2	-0.5
O=C(Nc1cccc(Cl)c1)c1ccccc1NC(=O)C1CCCCC1C(=O)O (centres undefined)	8.4	0.2
Nc1ccc(C(=O)N2N=C(c3ccccc3)CC2(O)C(F)(F)F)cc1 (centres undefined)	4.3	0.3
Cc1ccc(C(=O)Nc2ccc(S(=O)(=O)Nc3ncccn3)cc2)cc1[N+](=O)[O-]	5.9	-1.1
CCOC(=O)C1CCCN(C2=NC(=O)/C(=C/c3ccc(OC)cc3OC)S2)C1 (centres undefined)	-0.6	1.9
Oc1ccc(Nc2nc(-c3ccccc3O)nc3ccccc23)cc1	8.2	-1.8
CC1CN(c2ccc(Cl)cc2)c2nc3c(c(=O)[nH]c(=O)n3C)n2C1 (centres undefined)	-1.7	-2.0
O=c1[nH]c(O)c(C=Nc2ccc(Cl)cc2Cl)c(=O)[nH]1	-1.2	-5.1
O=C(Nc1ccccc1)OCCOc1ccccc1Br	4.0	0.7
CC1CN(S(=O)(=O)c2ccccc2)C(C)CN1S(=O)(=O)c1ccccc1 (centres undefined)	4.3	1.5
CCOC(=O)N1CCN(Cc2ccc3ccccc3c2)CC1	-2.5	-1.1
CCOC(=O)N1CCN(C(=O)c2cc3cc(OC)c(OC)cc3[nH]2)CC1	2.5	1.8
CNC(=S)Nc1cc2oc3ccccc3c2cc1OC	-4.5	2.0
CCCCCCCCCC[n+]1cccc2c3ccccc3ccc21	5.7	-3.4
CC(=O)Nc1ccc(S(=O)(=O)NCCc2c[nH]c3ccc(C)cc23)cc1	0.1	-0.7
CC1(C)CC(=O)C(C=NCCN2CCN(C(=O)CC3CCCC3)CC2)=C(O)C1	1.0	0.2
CCOC(=O)C1=C(C)N=c2s/c(=C\c3ccc(C(=O)O)cc3)c(=O)n2C1c1ccc(F)cc1 (centres undefined)	3.2	-6.5
Cc1ccc(-c2cc(C(F)(F)F)n3ncc(C(=O)O)c3n2)cc1	4.0	2.5
CCC(C)Oc1ccc(C(=O)Nc2ccc(CN3CCOCC3)cc2)cc1 (centres undefined)	2.0	0.3
Cc1ccc(C(CC(=O)N2CCCC2)c2ccccc2)c(O)c1 (centres undefined)	5.0	0.7
CCOc1ccc(S(=O)(=O)NCCC(=O)NCC(c2ccccc2OC)N2CCCC2)cc1 (centres undefined)	0.4	1.9
COc1ccc(CN2CCN(c3nc4ccccc4s3)CC2)cc1	-1.1	4.8
CN1CCC(N(C)C(=O)/C(C#N)=C/c2ccc(OC(F)F)cc2)CC1	0.8	0.4
O=C(CNC(=O)c1ccccc1)NCC(=O)OCC(=O)c1ccccc1Cl	1.7	-1.8
O=C(Nc1ccncc1)Nc1ccc(Cl)cc1Cl	4.1	-1.1
C=CCC1(CC=C)CCCN1C(=O)c1cc(COc2cccc(C(F)(F)F)c2)on1	4.7	-0.6
Cc1cc2c(SCC(=O)NCC3CCCO3)ncnc2s1 (centres undefined)	-1.0	0.2
Clc1ccc(-c2nnc(-c3ccccc3)o2)cn1	-1.1	1.9
COc1ccc(OC)c(S(=O)(=O)N2CCC(C(=O)N3CCN(c4ccc(F)cc4)CC3)CC2)c1	-1.2	-1.1
O=C(N/N=C/c1ccco1)c1cc(-c2ccncc2)nc2ccccc12	2.9	0.3
C=CCOc1cccc(CNCc2ccncc2)c1	-5.7	-0.4
CN(CC(=O)NC1CC1)S(=O)(=O)c1cc(Cl)ccc1Cl	0.8	-2.5
O=C(Nc1cccc(Cl)c1)OCCOc1ccccc1	3.9	1.1
O=[N+]([O-])c1cccc(-c2nnc(-c3ccccc3F)o2)c1	-2.7	0.6
Cc1ccc(S(=O)(=O)N(C)c2ccc(OCC(=O)Nc3nnc(C4CC4)s3)cc2)cc1	-0.7	0.4
CN(C)S(=O)(=O)c1ccc2c(c1)C(=NNC(N)=O)c1cc(S(=O)(=O)N(C)C)ccc1-2	3.0	0.7
COc1ccc(C2CC(=O)NC(=O)C2)cc1	1.5	0.2
COc1ccc(/C=C/C(=O)c2cc(F)ccc2OC(=O)c2ccccc2OC)cc1OC	-3.2	1.9
COCCNC(=O)Cn1nc(-c2ccccc2F)ccc1=O	-3.4	2.1
CCCOC(=O)c1ccc(OCC(O)Cn2c(C)nc3ccccc32)cc1 (centres undefined)	0.9	3.6
COCCn1nnnc1C(c1ccc(C)cc1)N1CCN(Cc2ccc3c(c2)OCO3)CC1 (centres undefined)	-6.5	2.6
O=C(CCl)Nc1cc(SCC(O)CO)cc([N+](=O)[O-])c1 (centres undefined)	2.4	0.9
Cc1c(CN2CCN(CC(C)(C)C)C(CCO)C2)[nH]c2ccccc12 (centres undefined)	2.1	-2.4
O=C1NC2=C(C(=O)CCC2)C(c2cccc([N+](=O)[O-])c2)N1 (centres undefined)	8.3	-0.9
CCCn1c2ccccc2c2cnn(CC(=O)NCCOC)c(=O)c21	6.6	-0.8
CCc1cc2c(NC(Cc3ccccc3)C(=O)O)ncnc2s1 (centres undefined)	0.3	-1.4
COc1ccc2oc(C)c(C(=O)c3ccc(C)cc3)c2c1	2.7	0.9
O=C(O)c1ccc(Oc2ccc(S(=O)(=O)c3ccc(C(=O)O)c(C(=O)O)c3)cc2)cc1	-0.8	3.7
Cc1nn(C)c(C(=O)NNC(=O)NC2CCCCC2)c1Cl	-0.6	-2.7
COc1ccc2[nH]c(C(=O)O)c(NC(=O)c3cc(OC)c(OC)c(OC)c3)c2c1	3.9	3.3
O=C(NCCN1CCCCC1)Nc1cccc(Cl)c1Cl	6.4	-0.8
NC(=O)c1ccc(C(=O)N/N=C(/Cc2ccccc2)c2ccccc2)cc1	2.8	-1.7
Cc1cc(C)cc(OC(C)C(=O)Nc2ccc3c(c2)n(C)c(=O)n3C)c1 (centres undefined)	-1.7	0.1
COc1ccccc1CCC(=O)Oc1ccc(C#N)cc1OC	-3.4	0.2
COC(=O)[C@@H](Cc1c[nH]c2ccccc12)NC(=O)C1CCCN(S(=O)(=O)c2ccc(C)cc2)C1 (some centres undefined)	17.7	0.2

More entries follow.
Compound	PAFAH1B2 inh	MEX-5 binding
Cc1ccc(C(=O)N2CCN(c3ncccn3)CC2)cc1	4.3	0.3
CCOC(=O)C1=C(C)NC(=O)NC1c1ccc(N(C)C)cc1 (centres undefined)	-5.0	0.3
CCc1cccc(NS(=O)(=O)c2c(C)[nH]c(=O)[nH]c2=O)c1	6.5	-1.1
COc1ccc(/C=N/N=C/c2ccc(OC)cc2)cc1	2.5	0.0
COc1ccc(C(=O)Nc2ccc(NC(=O)c3ccccn3)cn2)cc1	1.1	-3.7
CCCN(CCC)c1nc2c(C)cccn2c(=O)c1/C=C1/SC(=S)N(Cc2ccco2)C1=O	-4.9	0.7
COc1ccc(C(=O)/C=C/C(=O)N(CC(=O)NC2CCCCC2)Cc2ccccc2OC)c(O)c1	-1.0	0.8
COC(=O)c1cccc(NC(=O)c2cnccn2)c1	-2.8	-1.0
O=C(Cn1c(=O)n(CCC(=O)N2CCc3ccccc3C2)c(=O)c2ccccc21)NCC1CCCO1 (centres undefined)	4.0	0.9
COc1ccc(N(C(=O)c2snc(C(N)=O)c2N)C(C(=O)NCc2ccccc2)c2ccc(O)cc2)cc1OC (centres undefined)	3.2	-0.6
N#Cc1ccccc1CSc1nc(N)cc(N)n1	-4.6	-1.8
CCc1ccc(NC(=O)CC2C(=O)N(c3ccc(OC)cc3)C(=O)N2CCOC)cc1 (centres undefined)	0.5	0.5
CCN(CC)C(=O)CSc1nc(Cc2ccccc2)nc2ccccc12	2.1	-1.7
CCOC(=O)c1cnc2ccc(OC)cc2c1Nc1ccc(N2CCN(C)CC2)cc1	4.0	-0.3
COc1cc(C(=O)Nc2cccc(-c3nc4ccccc4o3)c2C)cc(OC)c1OC	0.5	0.3
O=C(Nc1c[nH]c2c(Cl)cccc2c1=O)N1CCN(c2ccccn2)CC1	3.7	-1.8

Individual results from above.
`O=C(Nc1c[nH]c2c(Cl)cccc2c1=O)N1CCN(c2ccccn2)CC1` | PAFAH1B2 inh = 3.7
`CCc1ccc(NC(=O)CC2C(=O)N(c3ccc(OC)cc3)C(=O)N2CCOC)cc1` (centres undefined) | MEX-5 binding = 0.5
`N#Cc1ccccc1CSc1nc(N)cc(N)n1` | MEX-5 binding = -1.8
`CCN(CC)C(=O)CSc1nc(Cc2ccccc2)nc2ccccc12` | MEX-5 binding = -1.7
`COc1ccc(N(C(=O)c2snc(C(N)=O)c2N)C(C(=O)NCc2ccccc2)c2ccc(O)cc2)cc1OC` (centres undefined) | PAFAH1B2 inh = 3.2
`O=C(Cn1c(=O)n(CCC(=O)N2CCc3ccccc3C2)c(=O)c2ccccc21)NCC1CCCO1` (centres undefined) | MEX-5 binding = 0.9

The list continues.
Compound	PAFAH1B2 inh	MEX-5 binding
CC(C)NC(=O)c1ccc2c(c1)N(CC(=O)NC1CCCCC1)C(=O)C(C)(C)O2	1.6	2.6
COc1cc(C(=O)Nc2c(C(=O)O)[nH]c3ccccc23)cc(OC)c1OC	7.8	0.8
Cc1cc(C)n(C(=O)CNC(=O)c2cccc(F)c2)n1	6.0	0.2
CC(C)C(NC(=O)CN1C(=O)c2ccccc2C1=O)c1ccccc1 (centres undefined)	8.7	-3.3
O=C(OCC(=O)N1CCN(c2ccccc2)CC1)c1ccco1	-0.7	1.1
COc1ccc(NC(=O)/C(Cl)=C(/Cl)S(=O)(=O)Cc2ccc(C)cc2)cn1	-3.3	-0.9
COc1ccc(NC(=O)CSc2nc(O)cc(=O)n2-c2ccccc2)cc1	1.6	0.6
CCOC(=O)c1ccc(NC(=O)Nn2cnnc2)cc1	5.4	-1.6
Nc1ccc2c(c1Cl)C(=O)c1ccc(N)c(Cl)c1C2=O	8.8	-3.3
Cc1nc(CNS(=O)(=O)c2ccc(F)cc2)cs1	4.2	2.9
C=C(C)CSC1=C(C#N)C(c2ccccc2Cl)CC(=O)N1 (centres undefined)	8.0	1.0
O=C(O)CCN1C(=O)C2C3C=CC(C2C1=O)C1C(=O)N(CCC(=O)O)C(=O)C31 (centres undefined)	2.5	3.0
CC(C)(C)c1ccc(-c2cn(-c3ccc(Br)cc3)c3[n+]2CCCS3)cc1	0.1	2.4
O=C(CN1C(=O)c2ccccc2S1(=O)=O)Nc1ccc(S(=O)(=O)Nc2ncccn2)cc1	3.4	0.3
Cc1nc(N2CCN(C(c3ccccc3)c3ccccc3)CC2)[nH]c(=O)c1C	-4.6	-0.7
N=C1/C(=C\c2ccc(-c3ccc(C(=O)O)cc3)o2)C(=O)N=C2SC=C(c3ccccc3)N12	27.9*	-1.3
CC(C)(CNC(=O)c1ccc(Br)o1)N1CCOCC1	3.0	2.0
CC1CCCN(c2ccc([N+](=O)[O-])s2)C1 (centres undefined)	-1.9	8.4
Cc1n[nH]c(=S)c2nn(-c3ccccc3F)c(C)c12	-1.2	1.4
CCC1CN(C(=O)NCc2ccccc2)c2cc(C)ccc2O1 (centres undefined)	35.8*	-0.1
CC(=O)N(Cc1ccc(F)cc1)C1=C(NCc2ccccc2)C(=O)c2ccccc2C1=O	11.2	-1.0
Cn1cc(Cl)c(C(=O)OCC(=O)Nc2ccc(S(N)(=O)=O)cc2)n1	3.0	0.9

Not all compounds are listed (hit frequency here may not be typical).
